# West Nile virus CPE: inhibition of WNV-induced cytopathic effect – cell-based, CPE readout (AID 1621). 0.02% of 290,000 active. CPE inhibition, % at 10 µM, or IC50 in µM where a hit was titrated. West Nile virus-infected cells, CPE inhibition; higher % means a stronger effect; in the data active = a potency from the dose series; inconclusive = CPE inhibition mostly from about 3.7% at the one dose, without a potency; inactive = the rest, 99 in 100 with CPE inhibition below about 2.2%; also: strong numbers were not always called active
# SIAH1 antagonists: blockers of Siah-1 interaction with plectin peptide – biochemical, fluorescence polarization, rhodamine-plectin, uHTS, primary screen (AID 1817). 0.02% of 290,000 active. Siah-1 / rhodamine-plectin peptide fluorescence polarization; higher % means a stronger effect. displacement, % at 20 µM; hits with a dose series show IC50 in µM;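 active = displacement of at least 50% at 20 µM, with a fluorescence ratio check between 0.3 and a set limit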;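 also: plate controls were Siah plus tracer with DMSO for no effect and tracer alone without Siah for full effect; strong numbers were not always called active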
# Large T inhibition: SV40 large T antigen inhibitors, biochemical (AID 1903). SV40 large T antigen ATPase/helicase inhibition assay; higher % means a stronger effect. one-dose inhibition, % at 20 µM; IC50 in µM for titrated hits. 0.39% of 310,000 active; in the data active = a potency from the dose series; inconclusive = inhibition mostly from about 32% at the one dose, without a potency; inactive = the rest, 99 in 100 with inhibition below about 32%; also: strong numbers were not always called active
# Dengue-2 NS5 capping: Dengue-2 NS5 methyltransferase inhibitors, primary screen, biochemical, confirmation dose response (AID 588689); Dengue-2 NS5 methyltransferase capping enzyme assay, biochemical; higher % means a stronger effect; inhibition, % at 25 µM, or IC50 in µM where a hit was titrated; 0.3% of 340,000 active; in the data active = a potency from the dose series; inconclusive = inhibition above about 29% without an active follow-up result
# AID2073: inhibitors of Mint1-CaV2.2 protein interaction, biochemical, HTRF (AID 2073); 0.19% of 290,000 active; inhibition, % at 20 µM, or IC50 in µM where a hit was titrated; HTRF protein-protein interaction, Mint1-CaV2.2; higher % means a stronger effect; in the data active = inhibition mostly above about 51%, no sharp cut-off; inconclusive = no clear call, values can overlap the other calls; inactive = mostly below about 53%; also: some results filed as inactive read as strong as hits
# Rac1 GTP hydrolysis: MgcRacGAP GTPase-activating activity inhibitors, confirmation, biochemical, ADP Hunter fluorescence; MgcRacGAP-stimulated Rac1 GTP hydrolysis, ADP Hunter fluorescence; higher % means a stronger effect; GST-tagged Rac1 F28L mutant substrate; inhibition, % at 30 µM; hits with a dose series show IC50 in µM; 0.6% of 340,000 active;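 active = first-screen hits whose inhibition reached a set limit at any dose in the follow-up dose series; inconclusive = inhibition above the set first-screen limit but never retested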;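 also: fluorescence reports GDP produced by GAP-driven GTP hydrolysis; strong numbers were not always called active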
# NTR1 ag: agonists of NTR1, primary screen, imaging, U2OS cells, beta-arrestin-GFP, high content (AID 493036); activation, % at 20 µM; 0.17% of 330,000 active; P30989; NTR1-U2OS beta-arrestin-GFP spot imaging, agonist mode;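 active = activation at or above 40% of the spot to cytoplasm intensity ratio, with at least 20 cells analyzed; inconclusive = wells under 20 cells, flagged as cytotoxic or low count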;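 also: 0% = DMSO without peptide and 100% = 100 nM NTR1 peptide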
# Target sequence (P30989 whole entry, looked up): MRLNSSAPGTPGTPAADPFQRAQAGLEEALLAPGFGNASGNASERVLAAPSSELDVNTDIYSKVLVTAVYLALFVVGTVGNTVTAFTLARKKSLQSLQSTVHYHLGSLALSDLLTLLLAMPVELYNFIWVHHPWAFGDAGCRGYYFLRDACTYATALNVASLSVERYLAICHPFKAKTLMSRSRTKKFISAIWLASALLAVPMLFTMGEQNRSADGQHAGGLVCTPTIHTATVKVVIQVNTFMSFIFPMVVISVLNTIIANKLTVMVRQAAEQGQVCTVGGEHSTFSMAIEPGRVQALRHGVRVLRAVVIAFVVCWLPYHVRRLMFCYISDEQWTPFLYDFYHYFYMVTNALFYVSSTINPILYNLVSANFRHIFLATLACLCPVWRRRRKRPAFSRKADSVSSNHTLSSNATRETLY
# K1F lysis inhibition: protection from phage-mediated lysis, alamar blue read-out – E. coli UTI89, K1F phage, bacterial capsule biogenesis inhibitors (AID 488966); E. coli UTI89 K1F phage lysis, alamar blue, 2 h; higher % means a stronger effect; one-dose inhibition, % at 100 µM; IC50 in µM for titrated hits; 0.02% of 340,000 active;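 active = phage lysis inhibition, versus mean bacterial control, above a set limit; inconclusive = no clear call, values can overlap the other calls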;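 also: capsule biogenesis inhibitors block K1F phage lysis so surviving cells raise fluorescence; higher fluorescence means more inhibition of phage lysis; actives were called in the ten point dose series up to 300 µM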
# RSV CPE inhibition: RSV antiviral activity via CPE protection, HEp-2 cells, primary 10 µM value included (AID 2391). 0.13% of 310,000 active. one-dose CPE inhibition, % at 10 µM; IC50 in µM for titrated hits. HEp-2 cells, RSV-induced CPE inhibition; higher % means a stronger effect; in the data active = a potency from the dose series; inconclusive = CPE inhibition mostly from about 23% at the one dose, without a potency; inactive = the rest, 99 in 100 with CPE inhibition below about 21%; also: strong numbers were not always called active
# NTR1 ag cell count 20 µM: recorded beside NTR1 ag, whose call it bears; cell count; measured here: cell count, cytotoxicity flag
# Dengue-2 NS5 capping pilot replicate: also measured in Dengue-2 NS5 capping; calls as there; inhibition, %; measured here: pilot screen replicate inhibition
# Numbers without * were called inactive; ? = inconclusive; . = no result given; [ ] = dose if it differs, or a comment.
SMILES,West Nile virus CPE,SIAH1 antagonists,Large T inhibition,Dengue-2 NS5 capping,AID2073,Rac1 GTP hydrolysis,NTR1 ag,NTR1 ag cell count 20 µM,K1F lysis inhibition,RSV CPE inhibition,others
O=C(NN1CCOCC1)c1ccccc1,0.0%,-5.7%,-11.7%,0.0%,9.1%,3.1%,-0.1,58,0.3%,-0.2%,
Cc1c([N+](=O)[O-])c(C(=O)NC2CCCC2)nn1C,0.1%,-5.4%,.,1.0%,2.3%,4.5%,0.0,50,-0.1%,.,
CC(=O)N1CCC(=NNC(=O)c2cc3ccccc3cc2O)CC1,1.4%,9.8%,27.3%,4.9%,10.7%,37.1%,0.7,58,0.0%,4.0%,
CCCCOC(=O)c1ccc(NC(=O)C(CCS(C)(=O)=O)NC(C)=O)cc1 (stereo unspecified),0.5%,-1.9%,6.0%,.,17.3%,9.0%,0.3,44,-1.6%[50 µM],-0.1%,
O=C(Nc1nccs1)C12CC3CC(C1)CC(C(=O)Nc1nccs1)(C3)C2,0.4%,-0.8%,7.4%,-3.5%,2.0%,1.4%,0.0,52,14.8%,20.4%,
Cc1ccc2c(CC(=O)NCCc3ccc(S(N)(=O)=O)cc3)coc2c1,0.2%,6.4%,12.9%,-6.3%,-1.9%,9.4%,-2.2,45,0.1%,0.4%,
O=C(Cn1c(=O)[nH]c2ccccc2c1=O)Nc1cccnc1,1.6%,-1.6%,-5.3%,-6.2%,-2.6%,6.9%,-1.5,59,0.4%,0.9%,
CCOC(=O)Cn1nc(C)c(NC(=O)COc2ccc([N+](=O)[O-])cc2)c1C,0.6%,0.5%,1.5%,0.0%,6.0%,11.6%,-1.1,56,0.2%,2.8%,
CCOC(=O)Cn1c(CN2CCN(C(c3ccccc3)c3ccccc3)CC2)nc2c1c(=O)n(C)c(=O)n2C,-0.3%,2.5%,-1.3%,-4.2%,4.9%,9.1%,-0.4,58,-0.5%,2.8%,
CCOC(=O)c1c(NC(=O)Cn2cnc([N+](=O)[O-])n2)sc2c1CCC(C)C2 (stereo unspecified),?,3.1%,7.8%,-3.2%,-3.7%,2.5%,1.1,72,-1.2%,11.4%,
COC(=O)CCN(C(=O)c1ccc(C)c([N+](=O)[O-])c1)c1ccccn1,-0.1%,-5.7%,12.1%,-3.0%,-9.2%,3.1%,0.3,45,1.2%,1.7%,
Cc1ccc2occ(/C=N/NC(N)=S)c(=O)c2c1,-0.3%,-3.5%,19.5%,-4.5%,-0.4%,-2.9%,1.3,61,1.1%,43.6%,
CCOCCOC(=O)C1=C(C)N(C)C(=O)NC1c1cc(Cl)c(O)c(OCC)c1 (stereo unspecified),-0.2%,-2.0%,4.8%,-7.8%,-1.2%,6.4%,-2.0,67,0.2%,0.1%,
CN1CCCCC1=NCCCn1cnc2c1c(=O)n(C)c(=O)n2C,-0.1%,1.3%,-4.7%,-7.2%,-1.9%,7.5%,0.8,73,-2.7%,1.4%,
Cn1nnnc1SCC(=O)Nc1ccc(Oc2ccccc2)cc1,0.2%,-1.9%,1.1%,-2.4%,-4.3%,7.1%,-0.4,80,0.9%,1.9%,
COc1ccc(S(=O)(=O)NCCCCCC(=O)O)cc1C(=O)O,0.2%,-3.4%,2.0%,-2.4%,-6.5%,6.3%,0.8,39,0.1%,3.1%,
CC(Sc1nnc(-c2ccco2)n1-c1ccccc1)C(=O)NCC1CCCO1 (stereo unspecified),.,.,.,1.5%,.,3.4%,-0.3,58,-0.5%[50 µM],1.6%,
CCOC(=O)c1c(-c2ccc(OC)cc2)oc2ccc(OCC(N)=O)cc12,-0.4%,7.0%,12.9%,2.0%,24.7%,10.9%,8.4,92,-0.1%,14.9%,
COc1cccc(NC(=O)CN(C)C(=O)c2ccc(S(=O)(=O)Nc3ccccc3C)cc2)c1,.,.,.,0.0%,.,1.9%,-1.1,93,0.5%[50 µM],0.6%,
Cc1cc(=O)[nH]c(SCc2ccccc2)n1,-0.5%,-6.5%,-3.1%,-11.9%,11.8%,-1.2%,0.2,57,0.6%,0.6%,Dengue-2 NS5 capping pilot replicate=-5.5
COc1cc(NC(=S)NCCN2CCOCC2)cc(OC)c1,0.1%,-5.0%,-7.0%,-6.6%,-2.9%,-8.7%,1.4,62,-2.8%,0.2%,
CCOc1ccc(CCNC(=O)COC(=O)COc2ccccc2C)cc1OCC,.,.,17.8%,7.2%,.,-9.9%,-0.6,60,1.2%[50 µM],0.2%,
COC(=O)CSc1nnc(CNC(=O)c2cccc(C)c2)n1-c1ccccc1OC,.,0.5%,12.6%,-1.4%,-5.6%,0.1%,-1.2,58,0.7%,0.4%,
Cc1cc([N+](=O)[O-])cc2c1NC(=O)C2(O)N1CCCC(C)C1 (stereo unspecified),0.4%,1.0%,10.7%,1.3%,9.9%,4.0%,-0.2,56,0.1%,1.3%,
COc1ccc(S(=O)(=O)Nc2ccc3cn[nH]c3c2)cc1[N+](=O)[O-],.,.,.,-6.8%,.,0.8%,-2.3,110,0.0%[50 µM],-0.4%,
# Going on with the list:
SMILES,West Nile virus CPE,SIAH1 antagonists,Large T inhibition,Dengue-2 NS5 capping,AID2073,Rac1 GTP hydrolysis,NTR1 ag,NTR1 ag cell count 20 µM,K1F lysis inhibition,RSV CPE inhibition,others
Cn1c(=O)c2c(nc(CN3CCN(c4ccccc4)CC3)n2CCN2CCOCC2)n(C)c1=O,0.1%,2.5%,.,.,-4.2%,.,-0.6,74,.,-0.7%,
Cc1ccc(C(=O)N2CCN(C3CCCCC3)CC2)s1,-0.4%,-4.7%,0.8%,0.0%,-4.7%,1.0%,0.1,60,2.0%,-0.7%,
COc1ccc(NC(=S)N(CCN(C)C)C(C)c2ccco2)cc1 (stereo unspecified),-0.5%,-2.0%,10.5%,-4.8%,0.6%,7.4%,0.8,44,2.7%,0.8%,
Cc1ccc(N=c2c([N+](=O)[O-])nn(-c3ccc4c(c3)OCCO4)n2O)c(Cl)c1,-0.6%,3.2%,10.1%,.,14.5%,.,9.5,65,.,2.0%,
CN1C(=O)c2ccccc2C(C(=O)O)C1c1cccc(Cl)c1 (stereo unspecified),0.5%,14.6%,3.9%,2.2%,3.0%,7.9%,0.4,45,0.2%[50 µM],1.0%,
Cc1csc(NC(=O)c2cccc(Cn3nc(C)c(Br)c3C)c2)n1,-0.6%,-2.4%,7.6%,-2.0%,17.9%,2.5%,8.5,46,6.2%,4.6%,
O=C1c2ccccc2C(=O)N1CN(C(=O)c1ccccc1[N+](=O)[O-])c1ccc(F)cc1,-0.3%,-0.9%,7.3%,-3.9%,-1.3%,7.0%,1.2,64,-0.1%,1.0%,
CCC(=O)c1ccc(OCC(=O)OCC(=O)NCCCc2ccccc2)cc1,.,.,11.0%,-6.6%,.,4.7%,0.4,54,0.9%[50 µM],-0.6%,
CN1C(=O)c2ccccc2Sc2ccc(C(=O)O)cc21,1.0%,2.5%,11.1%,-5.9%,5.4%,.,0.1,90,-0.2%,1.2%,
O=C(c1n[nH]c(=O)c2ccccc12)N1CCN(c2ccccc2)CC1,0.1%,-4.9%,8.4%,-4.8%,-1.8%,3.5%,0.5,82,2.8%,1.5%,
Cn1c(CCN2CCCC2)nc2cc(NS(=O)(=O)c3ccccc3)ccc21,0.1%,-4.4%,15.4%,-12.4%,33.1%,10.4%,-0.2,63,3.8%,1.8%,
O=C(O)/C=C/C(=O)N1CCc2ccccc21,-0.3%,1.9%,4.2%,-2.3%,-3.9%,27.1%,1.2,49,3.1%,2.0%,
CCOc1ccccc1CNC(=O)C1CCN(c2nc3ccccc3o2)CC1,.,-1.4%,7.3%,2.4%,-0.8%,1.8%,1.1,64,2.7%,0.0%,
CCO/C=C/C(O)(CNC(=O)COc1ccccc1F)C(F)(F)F (stereo unspecified),0.0%,1.0%,3.6%,-0.7%,15.2%,4.5%,-0.7,53,4.6%,-0.6%,
CC(=O)c1ccc(N2CCN(CC(=O)N(C3CC3)C3CCS(=O)(=O)C3)CC2)c(F)c1 (stereo unspecified),.,.,.,2.9%,.,3.3%,-1.3,55,1.2%[50 µM],0.7%,
O=C(Nc1ccc2[nH]ncc2c1)c1cccc(F)c1,0.0%,-2.7%,26.7%,0.0%,13.8%,10.1%,2.1,67,1.0%,0.7%,
CC1CN(C(=O)COC(=O)Cc2c(F)cccc2Cl)CC(C)O1 (stereo unspecified),.,.,.,-5.3%,.,0.3%,-0.4,58,0.9%[50 µM],0.9%,
CN1CCN(CCCC(=O)c2ccc(F)cc2)CC1,-0.1%,8.4%,-1.9%,-0.6%,-1.3%,-0.9%,-1.1,76,0.1%,1.7%,
O=C(O)c1ccc(N/N=C/c2ccc(OC(=O)c3ccccc3Cl)cc2)cc1,1.2%,-0.1%,2.7%,9.9%,10.0%,12.6%,4.3,51,1.2%[50 µM],1.8%,

# Eight structures out of the list, ordered by molecular weight, low to high.
SMILES,West Nile virus CPE,SIAH1 antagonists,Large T inhibition,Dengue-2 NS5 capping,AID2073,Rac1 GTP hydrolysis,NTR1 ag,NTR1 ag cell count 20 µM,K1F lysis inhibition,RSV CPE inhibition,others
CN1CCN(CCCC(=O)c2ccc(F)cc2)CC1,-0.1%,8.4%,-1.9%,-0.6%,-1.3%,-0.9%,-1.1,76,0.1%,1.7%,
Cc1ccc(C(=O)N2CCN(C3CCCCC3)CC2)s1,-0.4%,-4.7%,0.8%,0.0%,-4.7%,1.0%,0.1,60,2.0%,-0.7%,
O=C(c1n[nH]c(=O)c2ccccc12)N1CCN(c2ccccc2)CC1,0.1%,-4.9%,8.4%,-4.8%,-1.8%,3.5%,0.5,82,2.8%,1.5%,
CC1CN(C(=O)COC(=O)Cc2c(F)cccc2Cl)CC(C)O1 (stereo unspecified),.,.,.,-5.3%,.,0.3%,-0.4,58,0.9%[50 µM],0.9%,
COc1ccc(NC(=S)N(CCN(C)C)C(C)c2ccco2)cc1 (stereo unspecified),-0.5%,-2.0%,10.5%,-4.8%,0.6%,7.4%,0.8,44,2.7%,0.8%,
O=C(O)c1ccc(N/N=C/c2ccc(OC(=O)c3ccccc3Cl)cc2)cc1,1.2%,-0.1%,2.7%,9.9%,10.0%,12.6%,4.3,51,1.2%[50 µM],1.8%,
CC(=O)c1ccc(N2CCN(CC(=O)N(C3CC3)C3CCS(=O)(=O)C3)CC2)c(F)c1 (stereo unspecified),.,.,.,2.9%,.,3.3%,-1.3,55,1.2%[50 µM],0.7%,
Cn1c(=O)c2c(nc(CN3CCN(c4ccccc4)CC3)n2CCN2CCOCC2)n(C)c1=O,0.1%,2.5%,.,.,-4.2%,.,-0.6,74,.,-0.7%,
